Bioassay records from PubChem.
WT yeast gro inh: growth inhibition of WT yeast, mitochondrial fusion screen. mitochondrial fusion phenotypic screen, WT strain. inhibition, % at 10 µM. 190,000 compounds, 2.1% hits; in the data active = inhibition above about 58%; tested in S. cerevisiae
bCat nuc transl: beta-catenin nuclear translocation modulation. HeLa beta-catenin nuclear translocation, immunofluorescence imaging. nuclear translocation activity, % at 5 µM. 190,000 compounds, 0.3% hits. AID 1665;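 active = nuclear translocation activity above 50% at 5 µM, with a well cell count of 50 or more; inconclusive = wells under 50 cells across six images, flagged as toxic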;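 note: per-cell ratio of nuclear to cytoplasmic median beta-catenin stain intensity; plate controls were DMSO negative control for no effect and GSK-3 inhibitor IX positive control for full effect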
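test system = HeLa cells, endogenous beta-catenin | dosing = single 5 µM dose plus 0.02–20 µM confirmation series | times = compound treatment 24 h, 37°C, 5% CO2 | technique = beta-catenin immunofluorescence imaging with DAPI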
SV40 large T antigen: TAg ATPase/helicase activity blockers – biochemical (AID 1903); SV40 large T antigen ATPase/helicase inhibition assay; higher % means a stronger effect; one-dose inhibition, % at 20 µM; IC50 in µM for titrated hits; 310,000 compounds, 0.39% hits; in the data active = a potency from the dose series; inconclusive = inhibition mostly from about 32% at the one dose, without a potency; inactive = the rest, 99 in 100 with inhibition below about 32%; note: strong numbers were not always called active
Salmonella PhoP GFP: inhibitors of PhoP regulon expression, primary screen, Salmonella Typhimurium, GFP reporter (AID 1863); S. Typhimurium PhoP-regulated promoter GFP reporter, 4 h; higher % means a stronger effect; one-dose inhibition, % at 50 µM; IC50 in µM for titrated hits; 300,000 compounds, 0.16% hits;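 active = inhibition over 29.93%, a cutoff 3 SD above the screen mean, later confirmed by dose response; inconclusive = inhibition over 29.93% but no dose response follow-up; inactive = inhibition at most 29.93% or unconfirmed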;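 note: 0% = low Mg2+ inducing control and 100% = high Mg2+ repressing control; strong numbers were not always called active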
West Nile virus CPE: inhibition of WNV-induced cytopathic effect – cell-based, CPE readout (AID 1621). 290,000 compounds, 0.02% hits. one-dose CPE inhibition, % at 10 µM; IC50 in µM for titrated hits. West Nile virus-infected cells, CPE inhibition; higher % means a stronger effect; in the data active = a potency from the dose series; inconclusive = CPE inhibition mostly from about 3.7% at the one dose, without a potency; inactive = the rest, 99 in 100 with CPE inhibition below about 2.2%; note: strong numbers were not always called active
Rac1 GTP hydrolysis: MgcRacGAP GTPase-activating activity inhibitors, confirmation, biochemical, ADP Hunter fluorescence | MgcRacGAP-stimulated Rac1 GTP hydrolysis, ADP Hunter fluorescence; higher % means a stronger effect; GST-tagged Rac1 F28L mutant substrate | one-dose inhibition, % at 30 µM; IC50 in µM for titrated hits | 340,000 compounds, 0.6% hits | AID 624330;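 active = first-screen hits whose inhibition reached a set limit at any dose in the follow-up dose series; inconclusive = inhibition above the set first-screen limit but never retested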;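 note: fluorescence reports GDP produced by GAP-driven GTP hydrolysis; strong numbers were not always called active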
Myeloid diff 2: myeloid differentiation induction; ER-HoxA9 myeloid progenitors, lysozyme-GFP differentiation, flow cytometry; calls only at 10 µM; 360,000 compounds, 1% hits;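 active = normalized GFP-positive differentiation at or above the plate's own cutoff, the solvent-only control mean plus 3 SD; inconclusive = no clear call, values can overlap the other calls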;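 note: cells exposed to compound for four days before flow analysis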
T cell modulator: modulates CD8 T cell binding to vesicles; 2C CD8+ T cell-vesicle binding, flow cytometry; active compounds read low; 330,000 compounds, 0.068% hits; calls only at 7 µM;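 active = response, share of CD8 T cells binding vesicles, and their 90th percentile fluorescence all below set limits, cut at about 80% in these data, passing the limit was not always enough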
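Assay system: 2C TCR transgenic mouse naive CD8+ T cells, MACS-purified | Read-out: CD8+ gate FL2 mean fluorescence as % of same-row positive control | Signal: High-throughput flow cytometry with anti-B7-1 and anti-CD8 staining | Timing: Binding step 1.5 h, 37 °C, antibody labelling 20 min, ice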
RSV CPE inhibition: inhibition of RSV-induced cytopathic effect – HEp-2 cells, primary 10 µM value included (AID 2391); HEp-2 cells, RSV-induced CPE inhibition; higher % means a stronger effect; CPE inhibition, % at 10 µM; hits with a dose series show IC50 in µM; 310,000 compounds, 0.13% hits; in the data active = a potency from the dose series; inconclusive = CPE inhibition mostly from about 23% at the one dose, without a potency; inactive = the rest, 99 in 100 with CPE inhibition below about 21%; note: strong numbers were not always called active
WT yeast gro inh mutant strain: also measured in WT yeast gro inh; calls as there; inhibition, %; mitochondrial fusion phenotypic screen, mutant strain inhibition
bCat nuc transl cell count 5 µM: further read-out of bCat nuc transl, marked with its call; cell count; measured here: cell count, cytotoxicity flag
T cell modulator vesicle-bound %: second read-out of T cell modulator, no call of its own (marks repeat the call); double positive events, %; measured here: CD8+ vesicle-bound cell fraction;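 binding gate set so that unloaded-vesicle control wells show 10% double positive cells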
Myeloid diff 2 GFP+ MAC1+ %: also measured in Myeloid diff 2; calls as there; GFP+ MAC1+ double positive, %; measured here: differentiation confirmed by MAC1 staining
Starred values were filed as active, the others as inactive; i = inactive; ? = inconclusive; . = not tested or not shown; + = active, no number.

compound	WT yeast gro inh	WT yeast gro inh mutant strain	bCat nuc transl	bCat nuc transl cell count 5 µM	SV40 large T antigen	Salmonella PhoP GFP	West Nile virus CPE	Rac1 GTP hydrolysis	Myeloid diff 2	Myeloid diff 2 GFP+ MAC1+ %	T cell modulator	T cell modulator vesicle-bound %	RSV CPE inhibition
CC(C)CCNC(=O)C(=O)Nc1cc2c3c(c1)CC(=O)N3CCC2	.	.	.	.	3%	-7%	0.4%	10%	i	0.0	i	31	4.6%
O=C(O)CCC(NC(=O)c1ccc(Cl)cc1)C(=O)O (stereo unspecified)	-4	-13	-0.8	1517	3%	16%	0.7%	-1%	i	0.0	i	47	0.7%
Cc1ccc(C(=O)NC2CCS(=O)(=O)C2)cc1S(=O)(=O)N1CCCCC1 (stereo unspecified)	-11	-5	1.1	970	-1%	-4%	0.1%	1%	i	1.5	i	30	0.0%
CCOC(=O)CNC(=O)c1c2c(nc3ccccc13)CCCC2	16	5	2.5	1369	11%	1%	-0.2%	-4%	i	7.5	i	66	2.3%
Cc1ccc(C)c(S(=O)(=O)Nc2cc3c4c(c2)CC(=O)N4CCC3)c1	.	.	.	.	10%	0%	.	-2%	i	0.5	i	34	-1.6%
COc1ccc(-c2c3c([nH]c(=S)c2C#N)CCC3)cc1	14	21	.	.	34%	-10%	0.4%	0%	i	0.1	.	.	.
COc1ccc(CCNC(=O)CN2C(=O)c3ccccc3S2(=O)=O)cc1OC	20	25	.	.	3%	11%	0.2%	12%	i	1.2	i	52	2.0%
CC1(C)NC(=O)N(CCCCSc2ccc(Cl)cc2)C1=O	-6	-15	.	.	14%	7%	-0.6%	5%	i	0.4	i	34	10%
Cc1cccc(C)c1NC(=S)N1CC(C)OC(C)C1 (stereo unspecified)	.	.	-0.1	1365	1%	0%	0.1%	7%	i	0.7	i	26	0.4%
CCn1nc(C)cc1C(=O)NC1CCCc2c1cnn2-c1ccc(C)c(C)c1 (stereo unspecified)	.	.	.	.	-1%	0%	-0.3%	6%	i	12	i	11	4.6%
O=C(/C=C/c1ccccc1Cl)Nn1cnc2ccccc2c1=O	-3	11	1.2	1085	6%	-10%	-0.7%	1%	i	0.4	i	56	1.7%
O=C(COC(=O)c1ccc(S(=O)(=O)N2CCCC2)cc1)NCc1ccc(Cl)cc1	-11	-13	.	.	16%	-16%	1.2%	-7%	i	0.4	i	14	0.1%
COc1ccc(S(=O)(=O)N2CCC(C(=O)O)(c3ccccc3)CC2)cc1	.	.	.	.	8%	6%	-0.1%	17%	i	0.4	i	56	1.6%
COc1cc(-c2cc(C(=O)NCCc3ccc(S(N)(=O)=O)cc3)c3ccccc3n2)cc(OC)c1OC	.	.	-0.3	1247	22%	-8%	1.0%	8%	i	0.2	i	58	0.5%
Cc1cc2nc(-c3ccc[nH]c3=O)n(Cc3cccc(F)c3)c2cc1C	.	.	.	.	15%	4%	0.1%	9%	i	1.2	i	49	1.9%
COc1ccc(C(CNC(=O)c2ccc3c(c2)C(=O)N(CCC(C)C)C3=O)N2CCOCC2)cc1 (stereo unspecified)	-4	-29	-6.8	830	6%	2%	-0.3%	-7%	i	0.7	i	45	0.8%
CCOc1cc(/C=C2/C(=N)N3C(=NC2=O)SN=C3S(=O)(=O)C(C)C)ccc1OC(=O)c1ccco1	.	.	.	.	37%	-16%	0.6%	26%	i	0.0	i	34	2.8%
FC(F)(F)c1nnc2ccc(N3CCN(c4ccccc4)CC3)nn12	-6	2	.	.	0%	-2%	-0.1%	3%	i	0.4	i	44	1.6%
O=c1sc2ccccc2n1Cc1ccccc1	-4	5	2.0	1496	10%	-4%	0.9%	7%	i	0.8	i	53	5.6%
CN1C(=O)C2(NCCc3c2[nH]c2ccccc32)c2ccccc21 (stereo unspecified)	-24	-21	.	.	18%	-7%	0.2%	12%	i	1.7	i	35	0.8%
C[C@H](NC(=O)OCc1ccccc1)C(=O)NNC(=O)[C@H](Cc1ccccc1)NC(=O)OC(C)(C)C	.	.	1.4	1381	6%	1%	0.1%	7%	i	1.3	i	9	-0.3%
COc1cc(NC(=O)COC(=O)CC(NC(C)=O)c2ccccc2)cc(OC)c1 (stereo unspecified)	.	.	.	.	6%	0%	-0.1%	6%	i	0.1	i	31	0.6%
CC(C)(C)c1ccc(C2=NC(=O)C(CC(=O)O)S2)cc1 (stereo unspecified)	.	.	-1.7	1307	?	-12%	0.8%	10%	+	1.1*	i	52	.
O=C(c1ccc(CS(=O)c2cccc(Cl)c2)o1)N1CCOCC1 (stereo unspecified)	.	.	.	.	10%	-2%	-0.2%	-4%	i	0.7	i	10	0.4%
CCCc1c(C(=O)N/N=C/c2c(OC)ccc3ccccc23)nnn1-c1nonc1N	.	.	.	.	1%	-3%	1.9%	9%	i	2.0	i	10	1.9%
CCCCCCCN=C(C)c1ccccc1O	.	.	1.0	1333	11%	-13%	-0.3%	0%	i	0.9	i	57	2.2%
O=C(NC1CCCCCCC1)c1ccc(CNc2c(N3CCOCC3)c(=O)c2=O)cc1	11	-22	-1.9	1178	0%	14%	0.2%	-2%	i	2.1	i	41	0.2%
CCc1noc(C)c1C(=O)NC1CC(C)(C)Cc2c1cnn2-c1ccccc1 (stereo unspecified)	.	.	.	.	11%	-3%	-1.3%	3%	i	1.2	i	33	0.2%
Cc1[nH]c2ccc(C(=O)OC(C)C(=O)NC3CCCCC3C)cc2c1C (stereo unspecified)	.	.	.	.	.	.	.	4%	i	0.7	i	10	31%
CN1CCN(C2=C(Cl)C(=O)N(Cc3ccccc3)C2=O)CC1	2	1	1.1	1150	2%	1%	0.0%	13%	i	0.3	i	34	-0.9%
COc1ccc(C(=O)N2CCSC2=S)cc1OC	4	-24	0.4	1071	.	0%	0.1%	9%	i	1.1	i	23	-1.4%
CCN(CC)c1ccc(NC(=O)CN2C(=O)CC(C)(C)S(=O)(=O)c3ccccc32)c(C)c1	-3	-4	-1.0	1108	38%	-2%	0.2%	15%	i	2.5	i	41	0.1%
O=C(CNC(=O)c1ccc2ccccc2c1)NCc1ccc(F)cc1	.	.	.	.	13%	-4%	-0.3%	4%	i	0.9	i	23	2.5%
Cc1cc(C)n(CC(=O)NNC(=O)CCNC(=O)c2ccccc2Cl)n1	.	.	.	.	8%	-5%	.	0%	i	1.5	i	16	-0.9%
COc1ccc(O)c(C(=O)c2cnc3c(c2)c(-c2ccc(F)cc2)c(C#N)c(=O)n3C)c1	28	17	0.9	1041	12%	3%	-1.1%	2%	i	0.1	i	27	6.0%
O=C(NC(=S)NCc1ccncc1)c1ccccc1	-11	10	0.4	1554	9%	-6%	0.3%	-10%	i	1.4	i	63	0.1%
Cc1cc(C)cc(NC(=O)CSc2nnc(Cn3c(=O)sc4ccccc43)n2C)c1	8	3	-4.2	1250	10%	9%	-0.6%	2%	i	1.6	i	30	0.8%
O=C(CNC(=O)c1cccc(Br)c1)N/N=C/c1cc(Br)cc(Br)c1O	8	-2	-0.8	1113	0%	6%	0.1%	6%	i	0.9	i	58	8.6%
CCN(CCNC(=O)C1CCN(Cc2nc(-c3ccc(Cl)cc3)oc2C)CC1)c1ccccc1	53	43	-3.0	810	21%	14%	-1.4%	5%	i	0.9	i	52	-4.2%
COc1ccc(-c2nnc(SCC(=O)c3ccc[nH]3)n2-c2ccccc2)cc1	-14	3	-0.3	525	42%	13%	-0.6%	-11%	i	1.2	i	36	0.4%

Of the compounds above, 2 contain a cyano group:
compound	WT yeast gro inh	WT yeast gro inh mutant strain	bCat nuc transl	bCat nuc transl cell count 5 µM	SV40 large T antigen	Salmonella PhoP GFP	West Nile virus CPE	Rac1 GTP hydrolysis	Myeloid diff 2	Myeloid diff 2 GFP+ MAC1+ %	T cell modulator	T cell modulator vesicle-bound %	RSV CPE inhibition
COc1ccc(-c2c3c([nH]c(=S)c2C#N)CCC3)cc1	14	21	.	.	34%	-10%	0.4%	0%	i	0.1	.	.	.
COc1ccc(O)c(C(=O)c2cnc3c(c2)c(-c2ccc(F)cc2)c(C#N)c(=O)n3C)c1	28	17	0.9	1041	12%	3%	-1.1%	2%	i	0.1	i	27	6.0%

Other structures
compound	WT yeast gro inh	WT yeast gro inh mutant strain	bCat nuc transl	bCat nuc transl cell count 5 µM	SV40 large T antigen	Salmonella PhoP GFP	West Nile virus CPE	Rac1 GTP hydrolysis	Myeloid diff 2	Myeloid diff 2 GFP+ MAC1+ %	T cell modulator	T cell modulator vesicle-bound %	RSV CPE inhibition
Cc1sc(NC(=O)CN2CCCC2)nc1-c1ccc2c(c1)CCN2C(=O)c1cccc(F)c1	.	.	.	.	25%	2%	-0.4%	6%	i	2.5	i	46	8.2%
COc1ccc(CNC(=O)C2C3C=CC4(CN(Cc5cccnc5)C(=O)C24)O3)cc1 (stereo unspecified)	6	1	.	.	10%	1%	0.1%	1%	i	1.2	i	17	2.4%
COc1cc(OC)cc(C(=O)Nc2ccccc2NC(C)=O)c1	-2	-1	7.6	1015	19%	-2%	0.3%	7%	i	0.6	i	45	1.6%
O=C(Nc1ccc([N+](=O)[O-])cc1Br)c1cc2ccccc2nc1Cl	.	.	-0.7	1305	20%	-4%	0.5%	10%	i	0.3	i	11	-0.2%
